# Y pestis TopoI = blocks Yersinia pestis topoisomerase I activity | Y. pestis Topo-I cleavage product accumulation, plate reader | activity, % at 10 µM | 360,000 compounds, 0.064% hits | AID 504884; in the data active = activity above about 50%, passing the limit was not always enough; note: inactives centre near 2
# CCHF vOTU inh = blocks the CCHF virus ovarian tumor domain protease | CCHFV vOTU protease, Pep-AMC fluorescence | inhibition, % at 11.5 µM | AID 651958 | 370,000 compounds, 0.55% hits; in the data active = inhibition above about 30%; note: 0% = vehicle wells with enzyme and 100% = no enzyme wells
# MazF activator = MazEF (E. coli) toxin RNase activation. FAM/BHQ RNA-DNA oligo cleavage fluorescence, 5 h. 350,000 compounds, 0.32% hits. activation, % at 20 µM; in the data active = activation above about 50%
# Target sequence (P0AE70 whole entry, looked up): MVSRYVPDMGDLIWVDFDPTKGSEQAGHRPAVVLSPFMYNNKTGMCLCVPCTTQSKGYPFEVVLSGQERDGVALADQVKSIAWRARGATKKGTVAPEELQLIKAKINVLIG
# PriA SSB inh = inhibitors of Klebsiella pneumoniae PriA binding to SSB C-terminal tail; AlphaScreen SSBct-PriA binding, biotinylated peptide; inhibition, % at 33 µM; 430,000 compounds, 0.6% hits; in the data active = inhibition mostly above about 37%, no sharp cut-off; inactive = mostly below about 20%;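 note: plate controls were negative control peptide for no effect and reference peptide for full effect; strong numbers were not always called active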
# BH1578 lux ind = quorum light induction in luxS cqsA deficient V. cholerae; AID 588436; activation, % at 18.7 µM; V. cholerae BH1578 lux reporter, luminescence, 6 h; 350,000 compounds, 0.16% hits; in the data active = activation mostly above about 9.7%, no sharp cut-off; note: not every result past the cut was called active; inactives centre near 0; reference of the scale not given here
# PrPC TRFRET = inhibitors of human cell surface prion protein PrPC; TR-FRET read-out; AID 720596; 370,000 compounds, 0.43% hits; P04156; inhibition, % at 13.8 µM; in the data active = inhibition above about 24%; note: 0% = median of the test wells and 100% = reference compound wells
# SARS 3CLpro inh = SARS-CoV 3CLpro protease inhibition; inhibition, % at 6 µM; 290,000 compounds, 0.14% hits; recombinant SARS-CoV 3CLpro, quenched FRET peptide cleavage; AID 1706; in the data active = inhibition above about 12%
# TcdB GH inh = blocks C. difficile toxin B glycohydrolase activity | TcdB glycohydrolase enzymatic assay, plate reader | P18177 | inhibition, % at 9.99 µM | 350,000 compounds, 0.24% hits; in the data active = inhibition above about 10%
# VHR inh abs = DUSP3 (human) phosphatase inhibition; P51452; recombinant VHR phosphatase, pNPP absorbance; inhibition, % at 13.3 µM; 290,000 compounds, 0.52% hits; in the data active = inhibition above about 50%; note: some compounds called inactive have numbers as strong as hits
# Target sequence (P51452 whole entry, looked up): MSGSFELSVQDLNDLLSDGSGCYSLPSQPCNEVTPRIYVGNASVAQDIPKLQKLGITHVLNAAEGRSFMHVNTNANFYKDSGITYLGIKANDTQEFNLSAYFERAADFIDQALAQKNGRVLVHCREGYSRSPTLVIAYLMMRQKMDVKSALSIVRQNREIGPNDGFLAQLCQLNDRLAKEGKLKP
# Rv3671c protease = inhibitors of M. tuberculosis serine protease Rv3671c; P9WHR9; inhibition, % at 5.96 µM; 320,000 compounds, 0.048% hits; in the data active = inhibition above about 38%;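 note: extracellular domain of Rv3671c used as enzyme; 0% = enzyme with DMSO and 100% = no enzyme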
# Target sequence (P9WHR9 whole entry, looked up, the tested form may be a part): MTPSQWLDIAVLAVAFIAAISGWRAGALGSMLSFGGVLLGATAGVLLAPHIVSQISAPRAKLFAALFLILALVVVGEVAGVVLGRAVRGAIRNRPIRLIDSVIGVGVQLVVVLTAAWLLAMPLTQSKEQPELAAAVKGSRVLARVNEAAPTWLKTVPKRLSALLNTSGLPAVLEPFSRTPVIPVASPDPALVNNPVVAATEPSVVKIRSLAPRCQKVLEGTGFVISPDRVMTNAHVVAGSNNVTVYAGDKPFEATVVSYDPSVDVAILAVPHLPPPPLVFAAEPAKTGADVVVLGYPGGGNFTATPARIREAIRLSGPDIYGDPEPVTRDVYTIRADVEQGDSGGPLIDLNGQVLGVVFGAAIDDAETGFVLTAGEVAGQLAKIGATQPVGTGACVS
# * hit, by the source's call; i = inactive; . = no result given; & = joins results of further samples.
SMILES,Y pestis TopoI,CCHF vOTU inh,MazF activator,PriA SSB inh,BH1578 lux ind,PrPC TRFRET,SARS 3CLpro inh,TcdB GH inh,VHR inh abs,Rv3671c protease
CC(C)(C)n1ncc2c(=O)n(CC(=O)N3CCCCC3)cnc21,0,9,-1,6,-0.3,-2,2,1.7,22,12
FC(F)(F)c1ccc2c(c1)[nH]c(=S)n2C1CC1,-1,-4,0,6,-0.2,8,2,-1.9,13,0
CCCN(C1CCS(=O)(=O)C1)S(=O)(=O)c1ccc2ccccc2c1 (stereo unspecified),17,-10,4,-7,-2.0,5,.,-0.1,.,9
O=C(O)CC1(CC(=O)NCc2ccncc2)CCCCC1,-1,-4,3,6,-1.1,-12,-3,0.0,38,-5
CCC1(c2ccc(F)cc2)NC(=O)N(CC(=O)Nc2ccc(C(N)=O)cc2)C1=O (stereo unspecified),5,12,10,-6,-0.5,-4,2,1.0,39,-5
CCC(=O)N1CCN(c2ccc(NC(=O)COc3ccc(CC)cc3)cc2)CC1,28,-1,-15,2,-0.3,2,3,2.2,11,2
CC(=O)Nc1cccc(Nc2nc(-c3ccccc3)nc3ccccc23)c1,-1,13,6,0,i,12,-4,0.4,14,-70
Cc1ccc([N+](=O)[O-])cc1N,-5,9,-8,-9,-0.5,3,0,0.5,26,1
CCN(CC)c1ccc(/C=N/NS(=O)(=O)c2ccc(C)c([N+](=O)[O-])c2)cc1,21,-10,7,.,-0.1,5,-3,-1.4,30,-8
COc1ccc(CCN2CC(C(=O)N(C)Cc3ccccc3OC)CCC2=O)cc1 (stereo unspecified),12,-20,-13,-15,-0.2,4,-6,1.2,53*,-5
CC1CCN(c2ccc([N+](=O)[O-])cc2C(N)=O)CC1,4,4,-5,-3,-1.0,-24,3,0.8,-4,0
O=C(Cc1cccs1)OCC(=O)c1ccco1,5,0,2,-8,i,8,7,.,19,-3
Cc1nn(C)cc1C(C)Nc1nc2nonc2nc1N1CCCCC1 (stereo unspecified),4,-3,-1,5,-0.3,2,4,0.8,13,6
CCN(CC)c1nc2n(c(=O)n1)CCO2,-6,4,2,-5,-6.0,1,1,.,-14,1
Cc1ccc2nc(NC(=O)CCCc3nc4ccccc4s3)sc2c1,-9,-6,-25,6,i,-1,-2,.,97,3
Cc1ccc(OCC(=O)N2CCCCC2)c(Br)c1,2,10,2,-18,i,0,2,.,-22,6
CN1CCC(NC(=O)Nc2ccc(Br)cc2)CC1,-4,-15,1,-8,i,9,1,0.9,4,-18
Cc1c(C#N)c(N)nc(Cl)c1C#N,7,-1,3,3,0.0,-2,0,0.6,16,6
O=C(c1ccc(Br)o1)N1CCN=C1SCc1cccnc1,1,-12,2,-1&-16,-0.1,4,-2,0.2,4,8
CC(C)c1cc(CNC(=O)CCc2nnc(CCCCc3ccccc3)o2)on1,17,-9,-5,-9,i,5,-3,1.0,16,-4
O=C1CN(C(=O)COc2c(Cl)cccc2Cl)c2ccccc2N1,-4,-3,6,-4,i,3,.,1.5,.,1
C/C(=N/NC(=O)C1CCCN1C(=O)c1ccc([N+](=O)[O-])cc1)c1ccc(Br)cc1 (stereo unspecified),30,-8,7,.,-0.1,-9,-1,-1.8,8,.
COc1ccc(C(C(=O)NC2CCCC2)N(Cc2ccccc2)C(=O)c2nsc(Cl)c2Cl)cc1 (stereo unspecified),39,18,-3,-1,i,5,2,0.9,2,-13
CCN(CC)c1ccc(NC(=S)NCC2CCCO2)cc1 (stereo unspecified),-12,4,-6,20,i,2,0,-35,17,-5
CCOc1cc(NC(=S)Nc2ccc(Cl)cc2)c(OCC)cc1NC(C)=O,2,3,11,5,-0.1,5,3,-2.7,15,0

# The list goes on; it opens with the three that closed the last part.
SMILES,Y pestis TopoI,CCHF vOTU inh,MazF activator,PriA SSB inh,BH1578 lux ind,PrPC TRFRET,SARS 3CLpro inh,TcdB GH inh,VHR inh abs,Rv3671c protease
COc1ccc(C(C(=O)NC2CCCC2)N(Cc2ccccc2)C(=O)c2nsc(Cl)c2Cl)cc1 (stereo unspecified),39,18,-3,-1,i,5,2,0.9,2,-13
CCN(CC)c1ccc(NC(=S)NCC2CCCO2)cc1 (stereo unspecified),-12,4,-6,20,i,2,0,-35,17,-5
CCOc1cc(NC(=S)Nc2ccc(Cl)cc2)c(OCC)cc1NC(C)=O,2,3,11,5,-0.1,5,3,-2.7,15,0
Oc1c(Br)cc(Br)cc1/C=N/Nc1ccc(Cl)nn1,11,4,-24,.,-0.4,-2,-2,2.1,.,2
CSCCNCc1c(C(=O)N2CCOCC2)nc2c(C)cccn12,6,-11,6,-9,2.3,-4,-1,1.0,19,0
C=CCn1c(SCC(=O)c2[nH]c(C)c(C(=O)OCC)c2C)nc2scc(-c3ccccc3)c2c1=O,6,3,-16,2&-11,-0.1,10,-1,1.9,0,-13
COc1ccc(Cl)cc1NC(=O)C(=O)NCc1ccncc1,1,-11,-4,-7,0.2,-2,5,2.2,-6,-7
COC(=O)c1sc(N2C(=O)C(O)=C(C(=O)c3ccc(C)o3)C2c2ccc(F)cc2)nc1C (stereo unspecified),-7,9,8,-4,1.2,2,3,.,2,-14
Cc1noc(C)c1C(=O)OC(C)C(=O)N1CCc2ccccc21 (stereo unspecified),2,4,-10,-3,4.4,8,.,0.2,.,-6
CC(=O)C1=C(C)OC(N)=C(C#N)C1c1cc2cc(C)c(C)cc2nc1Cl (stereo unspecified),4,-7,5,7,-0.5,4,0,.,9,-2
CCCCNc1oc(-c2cccs2)nc1S(=O)(=O)c1ccccc1,47,-3,-1,-7,-0.2,6,0,.,-7,5
N/C(=N\OC(=O)Cc1ccc(-c2ccccc2)cc1)c1ccccn1,28,-2,0,.,-0.6,4,0,.,0,2
Cn1c(=O)n(C)c2cc(S(=O)(=O)NCc3ccco3)ccc21,1,-11,-2,0&6,-0.5,8,0,.,29,-3
CC(=O)c1c(C)[nH]c(C(=O)N2CCN(S(=O)(=O)c3ccc(F)c(F)c3)CC2)c1C,0,-4,-7,-18,3.1,4,.,-0.6,.,1
Cc1ccc(-n2nc(C)c(C3(O)C(=O)N(C)c4ccccc43)c2N)cc1 (stereo unspecified),15,-6,0,0,-0.2,-9,3,0.7,14,-7
COc1ccc(OC)c(NC(=O)CCNS(=O)(=O)c2ccc3c(c2)c(=O)n(C)c(=O)n3C)c1,3,-10,12,1,-0.2,-3,0,1.3,0,1
CN(C)C(=O)Nc1cnc2ccccc2c1,-5,-3,6,-6,i,2,1,.,4,-1
CCCCCOc1ccc(C2C(C(C)=O)=C(C)Nc3ncnn32)cc1OC (stereo unspecified),-2,4,4,-4,.,-3,-6,.,8,4
COC(=O)[C@@H]1C[C@H]2CC[C@H](O)C[C@H]2N1Cc1ccc(C(F)(F)F)cc1,-3,-4,3,1,i,-6,.,0.9,30,-10
O=C(Cc1ccccc1)Nc1ccc(-c2nnc(-c3ccco3)o2)cc1,6,-3,12,-18,-0.3,-1,-4,.,-1,-17
Cc1ccccc1CNC(=O)C(=O)NCC1CCCN1S(=O)(=O)c1ccccc1 (stereo unspecified),18,0,-3,-2,-0.4,-1,.,0.9,.,8
CCN(CC)c1ccc(NC(=O)COC(=O)C2CCN(c3ccc(C(F)(F)F)cn3)CC2)cc1,20,-3,-6,-1,3.5,-5,.,0.4,.,.
CC(=O)Nc1cccc(-c2ccnc3c2CC(C)(C(=O)Nc2ccc(Cl)cc2)O3)c1 (stereo unspecified),3,5,.,.,i,8,.,1.5,.,.
CC(C)CC(C)c1cc(N)nc2nc3ccccc3n12 (stereo unspecified),-7,-7,4,1,i,-11,-4,.,17,-4
CC(C)N(C(=O)[C@H]1C[C@H](CC(=O)NCCCN(C)C)C(=O)N2CCc3c([nH]c4cc(-c5ccco5)ccc34)[C@]12C)C(C)C,-13,-18,37,10,-0.5,2,.,1.4,.,.
Cn1cccc1Cc1nnc(SCC(=O)NCCc2ccccc2)n1C,-2,0,4,9,-0.3,7,5,-4.9,25,8
COc1ccc(NC(=O)C2CC3C=CC2C3)c([N+](=O)[O-])c1 (stereo unspecified),-5,24,-9,.,i,-37,.,0.3,.,.
Cc1ccc(OCc2ccc(C(=O)Nc3ccc(C(N)=O)cc3)o2)c([N+](=O)[O-])c1,-3,13,7,13,i,-9,6,0.2,16,-4

# Next section
SMILES,Y pestis TopoI,CCHF vOTU inh,MazF activator,PriA SSB inh,BH1578 lux ind,PrPC TRFRET,SARS 3CLpro inh,TcdB GH inh,VHR inh abs,Rv3671c protease
Cc1cc(C(=O)NC2CCCC(C)C2C)c2ccccc2n1 (stereo unspecified),-1,2,-5,-10,i,-1,.,2.3,.,-4
C[C@H](NS(=O)(=O)c1ccc(Cl)cc1)C(=O)OCC(=O)N1CCOCC1,3,-1,8,-15,-1.5,7,.,1.7,.,4
N/C(=N\OC(=O)c1cccc(F)c1)c1cccc([N+](=O)[O-])c1,4,-8,-7,.,i,2,0,-0.7,1,5
CC(C)Cn1c(N)c(C(=O)COC(=O)C2CCCN2C(=O)c2cccs2)c(=O)n(C)c1=O (stereo unspecified),13,-1,2,-1,11,6,.,-0.1,.,-14
O=C1CC(N2C(=O)/C(=C/C=C/c3ccccc3)SC2=S)C(=O)N1c1ccccc1 (stereo unspecified),-20,-5,0,-3,-0.2,0,-5,1.6,15,-53
N#CC1=C(N)Oc2cc(N)ccc2C1c1cccnc1 (stereo unspecified),-1,-7,4,-7,-0.2,1,3,.,-17,7
COC(=O)c1c(NC(=O)c2cnccn2)sc2c1CCC2,4,-1,5,-7,-1.7,6,2,.,-37,-23
Cc1cccc(NC(=O)CN2CCN(C(=O)C3CCN(C(=O)/C=C/c4ccccc4)CC3)CC2)c1C,21,-3,-8,5,-3.0,-2,.,4.1,.,-7
O=C(NCCCn1ccnc1)c1ccc(Br)s1,7,-2,4,6,i,2,4,0.7,14,.
O=C(c1ccc(-c2cc(Cl)ccc2Cl)o1)N1CCOCC1,3,4,6,-12,i,4,4,1.7,22,1
COc1ccc(NC(=O)CN2C(=O)C(c3ccccc3)=NC23CCCCCC3)cc1,8,16,-1,-5,3.4,10,0,.,12,6
N#CC1(NC(=O)COC(=O)c2cc([N+](=O)[O-])ccc2N2CCOCC2)CCCCC1,-2,10,5,9,-0.7,-31,.,1.0,.,5
CC(C)S(=O)(=O)NC(=O)C1(C)CCN1C(=O)Cc1ccccc1 (stereo unspecified),-7,1,.,.,i,-6,.,1.2,.,.
COc1ccc(NCC(=O)N/N=C/c2c(C)nn(Cc3ccccc3)c2Cl)cc1,26,-7,6,.,-0.3,9,6,0.3,-3,-22
COC(=O)c1ccc(CSc2nc3c(c(=O)n2-c2ccccc2)SCC3)o1,42,-4,4,15,-0.3,-11,4,1.3,3,13
CCOc1cc(CNC2CCCC2)cc(Cl)c1OCc1ccccc1,-5,-12,3,5,5.3,4,1,.,38,4
O=C(Cc1cccc(C(F)(F)F)c1)NCC(c1ccco1)N1CCCCC1 (stereo unspecified),10,19,-5,-3,i,-4,0,1.8,9,-7
O=c1cccc2n1Cc1cc3ccccc3nc1-2,-4,-226,3,-5,1.5,-25,-1,0.8,20,-2
O=C1CN(c2nc(-c3ccccc3)c3cc(Br)ccc3n2)c2ccccc2N1,.,.,.,3,.,.,9,.,14,4
Clc1ccc(C(c2ccccc2)N2CCNCC2)cc1 (stereo unspecified),2,3,16,-3,-0.5,-6,2,.,23,7

# Another view of 4 compounds above:
# Values run as follows: Y pestis TopoI | CCHF vOTU inh | MazF activator | PriA SSB inh | BH1578 lux ind | PrPC TRFRET | SARS 3CLpro inh | TcdB GH inh | VHR inh abs | Rv3671c protease
N#CC1(NC(=O)COC(=O)c2cc([N+](=O)[O-])ccc2N2CCOCC2)CCCCC1
→ -2 | 10 | 5 | 9 | -0.7 | -31 | . | 1.0 | . | 5
CC(C)S(=O)(=O)NC(=O)C1(C)CCN1C(=O)Cc1ccccc1 (stereo unspecified)
→ -7 | 1 | . | . | i | -6 | . | 1.2 | . | .
COc1ccc(NCC(=O)N/N=C/c2c(C)nn(Cc3ccccc3)c2Cl)cc1
→ 26 | -7 | 6 | . | -0.3 | 9 | 6 | 0.3 | -3 | -22
COC(=O)c1ccc(CSc2nc3c(c(=O)n2-c2ccccc2)SCC3)o1
→ 42 | -4 | 4 | 15 | -0.3 | -11 | 4 | 1.3 | 3 | 13

# From PubChem

# Some of the compounds tested; the hit share may differ from the screen's.
